Compound activity (PubChem BioAssay)
WRN inhibitor: inhibitors of human WRN helicase | WRN helicase unwinding, fluorescent forked duplex, kinetic | Potency, µM (top dose mostly 114 µM), without a hit: at the highest dose activity change, negative = inhibition, most hits filed as inhibitors | actives 0.46% (n = 360,000); further: potency means the concentration at half of the fitted maximal effect; on the % scale 0 is the no-effect control and ±100 the full control effect; nearly all actives have a fitted effect of over 55% in size
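Primary qHTS, 1536-well format. 20 nM WRN + compound, 15 min RT; start with 100 nM forked fluorophore/quencher duplex, 2 mM ATP (final); kinetic read ex 525/em 598 nm.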
EPAC2 ag: activates human EPAC2 exchange factor; Potency, µM (top dose mostly 154 µM), for inactives: at the top dose activation, usual class: activators; AID 720711; EPAC2 activation, biochemical qHTS; response scale: 100% = 6.5 mM cAMP response; Q8WZA2; actives 0.079% (n = 360,000); further: potency means the concentration at half of the fitted maximal effect; nearly all actives have a fitted effect of over 50% in size
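Fluorescence exchange assay: 100 nM EPAC2 with 250 nM RAP1B-BODIPY-GDP and 50 uM GDP; compounds tested as a concentration-titration series (qHTS). Loss of Rap1-bound BODIPY-GDP fluorescence read at 480/540 nm; data normalized to 6.5 mM cAMP.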
PI5P4Ka inh: PI5P4K alpha (human) kinase inhibition | PI5P4Kalpha enzyme, ADP-Glo luminescence, 60 min; hits give low values | max response, % | actives 1.2% (n = 330,000); active means max response of -50% or lower; inconclusive means between -30% and -50%; inactive means -30% or higher; further: value at the top dose of about 77 µM; on the % scale 0 is the no-effect control and ±100 the full control effect
Target sequence (P48426 whole entry, looked up): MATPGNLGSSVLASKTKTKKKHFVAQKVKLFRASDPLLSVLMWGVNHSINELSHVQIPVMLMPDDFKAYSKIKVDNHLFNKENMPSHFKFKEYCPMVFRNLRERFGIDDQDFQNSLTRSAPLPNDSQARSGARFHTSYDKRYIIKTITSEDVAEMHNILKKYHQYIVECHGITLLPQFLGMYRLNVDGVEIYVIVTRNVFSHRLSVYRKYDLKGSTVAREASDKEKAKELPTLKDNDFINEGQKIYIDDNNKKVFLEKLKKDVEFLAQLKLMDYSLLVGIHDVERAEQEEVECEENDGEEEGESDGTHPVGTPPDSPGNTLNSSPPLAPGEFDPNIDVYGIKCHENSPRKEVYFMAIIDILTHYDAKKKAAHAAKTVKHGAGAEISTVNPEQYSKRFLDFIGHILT
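Luminescence from ADP-Glo served as readout of PI5P4Kalpha activity in a qHTS format. Reaction: enzyme, substrate, compound, ATP at 5 microM final, 60 min at RT.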
EPAC1 ag: EPAC1 (human) agonism; O95398; EPAC1 agonist qHTS, biochemical assay; response scale: 100% = response to 6.5 mM cAMP; actives 0.073% (n = 360,000); AID 720707; Potency, µM (titrated, usually from 154 µM), inactives show at the top dose activation, hits mostly activators; further: potency means the concentration at half of the fitted maximal effect; nearly all actives have a fitted effect of over 60% in size
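Compounds were pinned as a concentration titration into mixtures of EPAC1 (100 nM), BODIPY-GDP-loaded Rap1B (250 nM) and GDP (50 uM). After 5 min at room temperature, fluorescence was followed for 30 min; activity was scaled to 6.5 mM cAMP.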
PLK1 PBD inh: blocks phosphopeptide binding to human PLK1 polo-box domain. Plk1 PBD binding of FITC phosphopeptide, fluorescence polarization. Potency, µM, for the others: max response, negative = inhibition, hits mostly inhibitors. actives 2.8% (n = 360,000). AID 720504; further: potency means the concentration at half of the fitted maximal effect; series mostly up to about 57 µM; on the % scale 0 is the no-effect control and ±100 the full control effect; nearly all actives have a fitted effect of over 65% in size
Target sequence (P53350 whole entry, looked up, the tested form may be a part): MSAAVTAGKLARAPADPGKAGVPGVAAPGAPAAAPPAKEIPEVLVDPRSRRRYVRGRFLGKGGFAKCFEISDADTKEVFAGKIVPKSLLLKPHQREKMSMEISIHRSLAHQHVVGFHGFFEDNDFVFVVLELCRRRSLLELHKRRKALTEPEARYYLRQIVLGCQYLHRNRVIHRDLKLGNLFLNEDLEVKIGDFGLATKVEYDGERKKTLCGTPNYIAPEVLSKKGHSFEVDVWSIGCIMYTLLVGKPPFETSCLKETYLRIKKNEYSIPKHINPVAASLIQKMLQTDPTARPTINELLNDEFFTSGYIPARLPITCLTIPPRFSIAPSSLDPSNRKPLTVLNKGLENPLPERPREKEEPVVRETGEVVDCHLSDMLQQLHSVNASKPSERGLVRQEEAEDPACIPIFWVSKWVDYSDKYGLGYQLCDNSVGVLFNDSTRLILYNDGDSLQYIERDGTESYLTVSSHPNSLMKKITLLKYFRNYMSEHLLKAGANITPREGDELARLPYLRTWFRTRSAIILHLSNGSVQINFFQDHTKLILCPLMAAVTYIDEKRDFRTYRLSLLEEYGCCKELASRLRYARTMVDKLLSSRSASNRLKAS
EPAC1 antag: antagonists of human EPAC1. EPAC1 GEF assay, Rap1b-BODIPY-GDP exchange fluorescence. Potency, µM (series often up to 115 µM), without a hit: at the top dose activity change, negative = inhibition, usual class: inhibitors. actives 0.14% (n = 360,000). AID 720709;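 further: potency means the concentration at half of the fitted maximal effect; plate controls were vehicle for no effect and positive control for full effect; nearly all actives have a fitted effect of over 50% in size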
CCT chaperon mod: changes cytosolic chaperonin activity. purified chaperonin ATPase assay, HTRF ADP detection, 30 min. activity change, % (concentration not given with the values), hits read low. actives 0.3% (n = 360,000). AID 651819; in the data active means activity change below about -30%; further: on the % scale 0 is the no-effect control and ±100 the full control effect
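TRiC (40 or 20 nM final, by batch activity) in 30 mM Tris pH 7.4, 100 mM KCl, 5 mM MgCl2, 1 mM DTT was treated with compound at 76 uM single dose, then 10 uM ATP, 30 min at 37 °C. ADP was read by HTRF Transcreener.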
IL2 activator: IL-2 activation; AID 652025; actives 0.065% (n = 360,000); activation, % (series mostly up to about 46 µM); IL-2 activation reporter assay, cell-based qHTS; stimulated with anti-CD3/CD4/CD28 beads; in transgenic mouse T cells; in the data active means activation above about 50%; inconclusive means mostly about 30% to 49%; further: 0% is about no effect
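Readout is EGFP and DsRed signal by fluorescent plate cytometry after 18 h at 37 degrees C. Transgenic mouse T cells (750/well) received compound for 60 min before bead stimulation (anti-CD3, anti-CD4, anti-CD28); memory T cells served as non-tolerant control.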
* = called active by the depositor; u = inconclusive; x = no result given; [ ] = another dose, or the depositor's remark. Unless noted, the call rests on the fitted dose curve; in most records, active means well fitted curve in the direction sought with a large enough effect; inconclusive means small, poorly fitted or top-dose-only effect, or another doubt; inactive means no such curve, though single readings can be large; an effect the other way counts as inactive or inconclusive.

No.	SMILES	IL2 activator	PI5P4Ka inh	WRN inhibitor	CCT chaperon mod
1	COc1ccccc1NC(=O)c1sc2ncn(CC(=O)N3CCC(C)CC3)c(=O)c2c1C	12	3	-1%[57.1 µM]	0.3
2	COc1ccc(CCNC(=O)COc2ccc(S(=O)(=O)N3CCOCC3)cc2C)cc1	-0.1	-8	-2%	-1.7
3	CN(C)S(=O)(=O)c1ccc(NC(=O)CSc2nc3ccccc3n2-c2ccccc2)cc1	-4.5	-6	-5%	-0.1
4	COc1ccccc1C(=O)NCCC(=O)Nc1ccc(S(=O)(=O)Nc2ncccn2)cc1	0.7	-4	-1%	0.1
5	CN(C(=O)c1cccc(NC(=O)Cc2cccc([N+](=O)[O-])c2)c1)C1CC1	4.6	5	2%	-1.4
6	CCOc1ccccc1NC(=O)NNS(=O)(=O)c1cc(OC)ccc1OC	1.9	3	-6%	-2.4
7	Cc1ccc(Cc2nnc(SCC(=O)Nc3c(C)cccc3C)[nH]c2=O)cc1	-3.3	2	-4%	1.8
8	O=C(COC(=O)COc1ccc2c(c1)CCC2)Nc1ccccc1	-0.4	-7	3%	-9.6

No.	EPAC2 ag	PLK1 PBD inh	EPAC1 antag	EPAC1 ag
1	-7%	-3%	10%	3%
2	2%	-12%	-10%	5%
3	26%	-7%	-22%	24%
4	2%	2%	3%	15%
5	5%	-6%	6%	14%
6	0%	-8%	-3%	-17%
7	-2%	-4%	11%	9%
8	-5%	5%	28%	-2%

The list goes on:
No.	SMILES	IL2 activator	PI5P4Ka inh	WRN inhibitor	CCT chaperon mod
9	COc1ccc(C(=O)CN2C(=O)c3ccccc3S2(=O)=O)cc1Br	-2.8	-13	u	-0.6
10	Cc1ccc(NC(=O)COC(=O)/C=C/c2ccco2)cc1S(=O)(=O)N(C)C	-0.1	-30	-26%	-0.3
11	COc1cc2cccc(OC)c(=O)c2c(OC)c1OC	-0.5	-2	-1%	-1.7
12	COCCCNC(=O)/C(C#N)=C/c1cccc(NC(=O)c2ccccc2Cl)c1	-3.4	1	-4%	-0.2
13	CCOc1nc(-c2ccc(OC)cc2)ccc1-c1noc(-c2ccncc2)n1	0.1	x	6%	0.1
14	COc1ccc(CCNC(=O)CSc2nc3c(c(=O)n(C)c(=O)n3C)n2C)cc1OC	1.2	3	3%	1.1
15	COc1ccc(CN2C(=NC(=O)C3CC3)SC3CS(=O)(=O)CC32)cc1 (centres undefined)	-1.8	-5	0%	-0.8
16	O=C(CCN1C(=O)COc2ccccc21)NCCN1CCOCC1	2.8	x	-12%	1.1

No.	EPAC2 ag	PLK1 PBD inh	EPAC1 antag	EPAC1 ag
9	3%	-4%	-17%	15%
10	-1%	-7%	-2%	-5%
11	5%	-4%	-26%	3%
12	3%	-18%	7%	4%
13	13%	-7%	2%	0%
14	-1%	-3%	-3%	1%
15	3%	-9%	-3%	-3%
16	5%	-3%	5%	-1%

(list continues)
No.	SMILES	IL2 activator	PI5P4Ka inh	WRN inhibitor	CCT chaperon mod
17	Cc1oc(C(=O)O)cc1CSc1nnc(-c2ccccc2)n1C	-1.7	-2	5%	1.5
18	CC(O)(c1cccc(F)c1)c1nc(-c2ccc(Cl)cc2)cs1 (centres undefined)	-0.5	37	-6%	-0.3
19	Cc1ccc(NC(=O)c2ccccn2)c(Br)c1	-0.2	-5	-5%	-0.9
20	Fc1cc(Br)ccc1NC(=S)Nc1ccccc1	-0.5	-6	1%	-2.1
21	CCCCOc1ccc(C2/C(=C(\O)c3ccc4c(c3)OCCO4)C(=O)C(=O)N2CCCN2CCOCC2)cc1 (centres undefined)	-0.9	-7	-11%	0.8
22	Cc1ccc(Nc2ncc3c(=O)[nH][nH]c(=O)c3n2)cc1	-0.3	-61*	-6%	-2.0
23	CCOC(=O)C1=C(C)N(c2ccccc2)C(=O)C1CC(=O)O (centres undefined)	3.5	1	0%	-0.1
24	O=C(COc1cccnc1[N+](=O)[O-])N1CCN(S(=O)(=O)c2ccccc2)CC1	-0.4	12	-15%	-1.5

No.	EPAC2 ag	PLK1 PBD inh	EPAC1 antag	EPAC1 ag
17	-3%	u	8%	-6%
18	3%	2%	-13%	-6%
19	2%	u	-5%	1%
20	1%	-27%	-5%	-5%
21	-14%	-8%	-6%	1%
22	7%	-8%	-15%	1%
23	-11%	-7%	1%	2%
24	2%	0%	7%	2%

Molecules from the list above that contain two or more sulfur atoms, in the order listed:
No.	SMILES	IL2 activator	PI5P4Ka inh	WRN inhibitor	CCT chaperon mod
3	CN(C)S(=O)(=O)c1ccc(NC(=O)CSc2nc3ccccc3n2-c2ccccc2)cc1	-4.5	-6	-5%	-0.1
15	COc1ccc(CN2C(=NC(=O)C3CC3)SC3CS(=O)(=O)CC32)cc1 (centres undefined)	-1.8	-5	0%	-0.8

No.	EPAC2 ag	PLK1 PBD inh	EPAC1 antag	EPAC1 ag
3	26%	-7%	-22%	24%
15	3%	-9%	-3%	-3%

Other structures follow.
No.	SMILES	IL2 activator	PI5P4Ka inh	WRN inhibitor	CCT chaperon mod
25	CC1(C)CC(NC2C3CC4CC(C3)CC2C4)CC(C)(C)N1 (centres undefined)	-1.2	1	1%	-0.5
26	CCCCOC(=O)c1ccc(NC(=S)NC(=O)c2c(Cl)cnn2C)cc1	1.5	9	-12%	-3.2
27	O=C(CSc1nnc(-c2cccnc2)o1)Nc1cccc(F)c1	-0.6	1	-9%	-1.0
28	Cc1ccc(NC(=O)c2sc3nc(N)c(C#N)cc3c2N)cc1	-2.9	20	u	0.5
29	O=C(Nc1nnc(C2COc3ccccc3O2)o1)c1ccc(F)cc1 (centres undefined)	-1.8	0	-15%[57.1 µM]	1.0
30	COc1ccccc1-n1cnnc1SC(C)C(=O)Nc1ccc(NC(C)=O)cc1 (centres undefined)	-4.0	3	0%	-0.8
31	C/C(=N\NC(=O)CCc1ccc(S(=O)(=O)N2CCOCC2)cc1)c1ccccc1Cl	1.6	-6	-5%	-1.0
32	CN(Cc1ccccc1)C(=O)COC(=O)c1ccccc1Nc1ccccc1	-5.5	6	-6%	0.7

No.	EPAC2 ag	PLK1 PBD inh	EPAC1 antag	EPAC1 ag
25	4%	5%	12%	-2%
26	-10%	-4%	5%	1%
27	-17%	u	-1%	2%
28	7%	-9%	13%	11%
29	9%	-2%	5%	5%
30	0%	-4%	9%	0%
31	7%	-4%	-18%	0%
32	10%	-1%	-20%	9%

Going on with the list.
No.	SMILES	IL2 activator	PI5P4Ka inh	WRN inhibitor	CCT chaperon mod
33	CNC(=S)N/N=C/c1ccc(OCc2ccccc2)c(Br)c1	-0.2	6	4%	-0.1
34	COc1ccc(NC(=O)NCCCN2CCCC2=O)c(OC)c1	-0.9	u	4%	1.1
35	O=C(Nc1ccc(CCC(=O)N2CCCC2)cc1)c1ncn[nH]1	-1.1	-2	-6%	-1.7
36	Cc1ccc(OCC(=O)N2CCN(c3nnc(-c4ccccc4)c4ccccc34)CC2)cc1	-1.4	x	-13%	0.3
37	Cc1ccccc1NC(=S)N(C)Cc1cccs1	0.6	6	-9%	-3.0
38	COc1ccccc1CNC(=O)Cn1cnc2ccccc2c1=O	0.4	-1	-7%	-3.5
39	O=C(C1CCCCC1)N1CCc2ccccc21	-3.1	-10	9%	-0.9
40	COc1ccc(COC(=O)C2=C(C)NC(=O)NC2c2ccc(OC)cc2)cc1 (centres undefined)	-0.2	4	7%	-1.8

No.	EPAC2 ag	PLK1 PBD inh	EPAC1 antag	EPAC1 ag
33	-2%	-1%	-2%	1%
34	6%	-7%	21%	10%
35	-1%	-2%	9%	-7%
36	3%	-3%	-10%	17%
37	12%	-4%	1%	9%
38	9%	0%	12%	7%
39	9%	-5%	-5%	-4%
40	-1%	7%	11%	1%

Random excerpt: 3 compounds from above.
No.	SMILES	IL2 activator	PI5P4Ka inh	WRN inhibitor	CCT chaperon mod
37	Cc1ccccc1NC(=S)N(C)Cc1cccs1	0.6	6	-9%	-3.0
33	CNC(=S)N/N=C/c1ccc(OCc2ccccc2)c(Br)c1	-0.2	6	4%	-0.1
39	O=C(C1CCCCC1)N1CCc2ccccc21	-3.1	-10	9%	-0.9

No.	EPAC2 ag	PLK1 PBD inh	EPAC1 antag	EPAC1 ag
37	12%	-4%	1%	9%
33	-2%	-1%	-2%	1%
39	9%	-5%	-5%	-4%

Look-ups from the results shown.
no. 33 in CCT chaperon mod = -0.1
no. 38 in EPAC1 antag = 12%
no. 23 in PI5P4Ka inh = 1
no. 19 in CCT chaperon mod = -0.9
no. 5 in PI5P4Ka inh = 5
no. 34 in WRN inhibitor = 4%

(more compounds)
No.	SMILES	IL2 activator	PI5P4Ka inh	WRN inhibitor	CCT chaperon mod
41	CC1Cc2cc(-c3csc(NC(=O)Cc4cccs4)n3)ccc2N1S(C)(=O)=O (centres undefined)	1.6	7	-4%	0.6
42	CCN(CC)CCOC(=O)C1c2ccccc2Oc2ccccc21	3.4	x	-4%	-1.9
43	O=C(CSc1ccccn1)Nc1nonc1[N+](=O)[O-]	-0.6	-2	-17%	0.9
44	O=C1CC(=O)N(C2CCCCC2)C(=O)N1c1ccccc1S(=O)(=O)Oc1ccccc1	-0.4	-64*	-13%	0.8
45	N#Cc1nc(Nc2cc(F)cc(F)c2)c2ncn(CC(F)F)c2n1	0.0	x	x	x
46	Cc1cccnc1Nc1nc(-c2ccccn2)cs1	-1.0	-1	0%	-1.1
47	COc1ccccc1NC1SC(=O)N(c2ccccc2)C1=O (centres undefined)	-2.1	5	6%	0.2
48	c1ccc(-c2ccccc2-n2cnnn2)cc1	0.8	x	4%	-3.2

No.	EPAC2 ag	PLK1 PBD inh	EPAC1 antag	EPAC1 ag
41	2%	0%	-9%	8%
42	4%	-3%	2%	6%
43	5%	u	-17%	14%
44	5%	-14%	u	12%
45	7%	x	-11%	-11%
46	7%	-2%	15%	5%
47	-8%	-3%	17%	0%
48	-2%	1%	6%	-3%

Four compounds already listed, ordered by the number in WRN inhibitor, low to high.
item	Compound	WRN inhibitor
44	O=C1CC(=O)N(C2CCCCC2)C(=O)N1c1ccccc1S(=O)(=O)Oc1ccccc1	-13%
41	CC1Cc2cc(-c3csc(NC(=O)Cc4cccs4)n3)ccc2N1S(C)(=O)=O (centres undefined)	-4%
48	c1ccc(-c2ccccc2-n2cnnn2)cc1	4%
47	COc1ccccc1NC1SC(=O)N(c2ccccc2)C1=O (centres undefined)	6%

The list is partial (hit frequency here may not be typical).
